# HCV inhibitor: qHTS Assay for Inhibitors of Hepatitis C Virus (HCV) | 340,000 tested, 3.4% active | Huh7.5.1 HCVcc-Cre infection, luciferase reporter, 44 h | Potency, µM (doses to about 41.8 µM), inactives show at the highest dose activity change, negative = inhibition, actives largely listed as inhibitors
#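 Cells (1,000/well) were plated 4 h before compound, then infected with HCVcc-Cre virus (~0.5 moi). After 44 h further culture, infection was read as luciferase luminescence following a 15 min substrate incubation at room temperature.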
# TbPYK inhibitor: qHTS of Trypanosoma Brucei Inhibitors; pyruvate kinase (Trypanosoma brucei), Q57TT1; TbPYK enzyme, Kinase-Glo Plus ATP luminescence, 45 min; Potency, µM (highest dose often 76.8 µM), for the others: top-dose activity, negative = inhibition, actives largely listed as inhibitors; 410,000 tested, 0.12% active; AID 624173, 2012; note: nearly all actives have a fitted effect of over 50% in size
#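 ADP (130 uM final) triggers the TbPYK reaction after compound addition; incubation is 45 min at room temperature. Kinase-Glo Plus is then added and luminescence imaged. Normalized data are fitted to concentration-effect curves.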
# * = called active by the depositor; ? = inconclusive; [ ] = dose if it differs, or a comment. Calls come from the whole dose curve; as a rule, active = well fitted curve in the direction sought with a large enough effect; inconclusive = small, poorly fitted or top-dose-only effect, or another doubt; inactive = no such curve, though single readings can be large; an effect the other way counts as inactive or inconclusive. % is set by controls: 0 for no effect and ±100 for the full control effect; potency is the fitted concentration of half-maximal effect.
SMILES,HCV inhibitor,TbPYK inhibitor
NC(=O)c1ccsc1NC(=O)COC(=O)/C=C/c1ccccc1[N+](=O)[O-],-5%,2%
O=C(NCc1ccccn1)C1(C(F)(F)F)C/C(=C\CCO)CCCO1 (stereo unspecified),18%,1%
COc1ccc(CN2C[C@H]3CCCN3c3cc(Br)ccc3S2(=O)=O)cc1,?,0%
Cc1ccsc1C(=O)OCC(=O)c1cc(C)n(C)c1C,-4%,-13%
Nc1ncnc2c1ncn2[C@@H]1O[C@H](CNCc2cccn2-c2nccs2)[C@@H](O)[C@H]1O,8%,6%
COC1=C(Nc2ccc(OC)cc2)C(=O)C(OC)=C(Nc2ccc(OC)cc2)C1=O,-1%,0%
O=C(Nc1ccccc1)c1ccc(F)cc1F,-4%[8.37 µM],1%
C#CC(=O)CCC1CCCN1C(=O)OC(C)(C)C (stereo unspecified),-9%,3%
CCn1c(CNC(=O)c2ccccc2)nc2ccccc21,8%,-6%
COC(=O)Cc1nc2c(N)nc(N)nc2[nH]c1=O,6%,-3%
Cc1ccc(-c2noc(CN(C(=O)CCCN3C(=O)c4ccccc4C3=O)C(C)C)n2)cc1,5%,-6%
O=C(CN1C(=O)NC(CCc2ccccc2)C1=O)Nc1cccc(Br)c1 (stereo unspecified),17%,-5%
CC(=O)NC(c1ccc(Cl)cc1)c1ccc2cccnc2c1O (stereo unspecified),4.5µM*,-2%
COc1ccc(OC)c(-c2cc(C(=O)N/N=C/c3ccc(F)cc3)c3ccccc3n2)c1,1%,-1%
CC1CC(C)CN(C(=O)COC(=O)c2ccc3c(c2)OCCO3)C1 (stereo unspecified),14%,14%
C=CC[C@]12C=C(OC)C(=O)C=C1O[C@@H](c1ccc3c(c1)OCO3)[C@H]2C,-24%,3%
CCCCOc1ccc(N2C(=O)C(C)CNC2=S)cc1 (stereo unspecified),24%,-17%
COc1cccc(OCCOc2ccccc2[N+](=O)[O-])c1,-28%,-4%
COc1ccccc1CCNC(=O)c1cccc(NC(=O)CC2SC(N3CCCCC3)=NC2=O)c1 (stereo unspecified),?,-5%
C[C@H]1C/C=C/[C@H]2[C@H](O)[C@H](C)[C@@](C)(O)[C@H]3[C@H](Cc4ccccc4)NC(=O)[C@]32[C@H](O)/C=C/[C@](C)(O)C1,30%,-6%
Cc1ccc(S(=O)(=O)N2CCN(C(=O)c3ccc(N4CCC(C)CC4)c([N+](=O)[O-])c3)CC2)cc1,?,-3%
CC(C)CNc1ncnc2[nH]ncc12,-7%,0%
CN(C(=O)c1cccc(NC(=O)Cc2cccc(NC(=O)C3CCN(C(=O)C4CCC4)CC3)c2)c1)C1CCC1,9%,-1%
CCOc1ccccc1C(=O)N[C@H](C(=O)NNC(=O)c1cccs1)C(C)C,-6%,4%
CC(C)(C)NC(=O)C[C@H]1C[C@H](C(=O)N2CCOCC2)[C@@]2(CCC3CCCC3)c3[nH]c4cc(-c5ccco5)ccc4c3CCN2C1=O,?,0%

# Overlap with the part before: 6 compounds, then new ones.
SMILES,HCV inhibitor,TbPYK inhibitor
C[C@H]1C/C=C/[C@H]2[C@H](O)[C@H](C)[C@@](C)(O)[C@H]3[C@H](Cc4ccccc4)NC(=O)[C@]32[C@H](O)/C=C/[C@](C)(O)C1,30%,-6%
Cc1ccc(S(=O)(=O)N2CCN(C(=O)c3ccc(N4CCC(C)CC4)c([N+](=O)[O-])c3)CC2)cc1,?,-3%
CC(C)CNc1ncnc2[nH]ncc12,-7%,0%
CN(C(=O)c1cccc(NC(=O)Cc2cccc(NC(=O)C3CCN(C(=O)C4CCC4)CC3)c2)c1)C1CCC1,9%,-1%
CCOc1ccccc1C(=O)N[C@H](C(=O)NNC(=O)c1cccs1)C(C)C,-6%,4%
CC(C)(C)NC(=O)C[C@H]1C[C@H](C(=O)N2CCOCC2)[C@@]2(CCC3CCCC3)c3[nH]c4cc(-c5ccco5)ccc4c3CCN2C1=O,?,0%
Cc1nc(NC(=O)COC(=O)C2CC3CCCC(C2)C3=O)c(Cl)cc1Cl (stereo unspecified),-1%,-1%
COc1ccc(NCC(=O)Nc2cccc(S(=O)(=O)N3CCCC3)c2)cc1Cl,10µM*,-2%
Cc1ccc(NC(=O)c2ncn(CC(=O)NCC(C)c3ccccc3)n2)cc1C (stereo unspecified),17%,-3%
O=C(/C=C/c1ccccc1[N+](=O)[O-])Nc1cc(S(=O)(=O)N2CCOCC2)ccc1N1CCOCC1,-9%,-5%
COc1cc(-c2noc(C)c2C(=O)NCCCn2ccnc2)cc(OC)c1OC,19%,4%
CN1OC[C@@H]2CN(Cc3ccccc3)[C@H](c3cccc(Oc4ccccc4)c3)C[C@@H]21,-28%,5%
C=C[C@@H]1c2cc(C)ccc2N(S(=O)(=O)c2ccc(C)cc2)[C@H](c2ccccc2)C1(C#N)S(=O)(=O)c1ccccc1 (stereo partly specified),?,0%
C#CCOCCOCCOCCNc1nc(N2CCN(C(=O)[C@H](CCC(=O)O)n3cc([C@@H](N)CCCCN)nn3)CC2)nc(N2CCN(C(=O)[C@H](CCCCN)n3cc([C@@H](N)CC(N)=O)nn3)CC2)n1,22%,4%
COc1ccc2ncccc2c1Cc1c(OC)ccc2ncccc12,-17%,-6%
COc1cc(OC)cc(C(=O)NCC(=O)OCC(=O)NC(C)CCc2ccccc2)c1 (stereo unspecified),5%,6%
CN(C)c1ncc(C2=C(Cl)C(=O)C(N3CCCC3)=C(Cl)C2=O)s1,7.9µM*,?
CN(CCNC(=O)C1CC(=O)N(C2CCCC2)C1)Cc1ccccc1 (stereo unspecified),6%,0%
Cc1ccc(OCC(=O)N(C)C2CCCCC2)c([N+](=O)[O-])n1,20%,1%
O=C(COC(=O)c1ccccc1OCc1ccccc1Cl)NCC1CCCO1 (stereo unspecified),-23%,-5%
Cc1ccnc(NC(=O)c2cccc(S(=O)(=O)Nc3ccc(C)cc3C)c2)c1,?,1%
COc1ccccc1-c1sc2ccccc2c1-c1ccc(OCCN2CCOCC2)cc1,?,-1%
CCCNc1nc(-c2cc(C(=O)Nc3ccccc3)on2)cc(C(C)C)n1,-58%,-10%
O=C(Nc1ccc(Nc2ccccc2)cc1)c1ccc(Cl)cc1,?,3%
C[C@]12CCCCC1=CC(=O)C1C2CC[C@@]2(C)C1C[C@@H](F)[C@@H]2O (stereo partly specified),?,-3%
N#Cc1ccsc1NC(=O)CSc1nncs1,2%,-14%
O=C(O)c1ccc([N+](=O)[O-])cc1,21%,1%
CC1Oc2cc3oc4c(O)c(O)ccc4c(=O)c3c(O)c2C1(C)C (stereo unspecified),-18%,-3%
Cc1nc(N)nc(N)c1Oc1ccc(Cl)cc1,?,-2%
COCCCNC(=O)Cn1cnc2c(OCc3ccccc3)ncnc21,29%,-8%
O=C(Nc1cccc(S(=O)(=O)NC2=NCCC2)c1)c1ccccc1F,1%,-5%
# Continued.
SMILES,HCV inhibitor,TbPYK inhibitor
COc1ccc(-c2csc(N(CCCN(C)C)C(=O)c3ccccc3Cl)n2)cc1,?,3%
COc1ccc(CC(=O)Nc2ccc(F)c(S(=O)(=O)N3CCOCC3)c2)cc1,13%,-3%
CC(=O)C[C@@H](O)CC(=O)[C@@H]1OC(=O)[C@H](C)CCCCc2ccccc21,?,-5%
O=C(CC1SC(N2CCOCC2)=NC1=O)Nc1cccc(C(F)(F)F)c1 (stereo unspecified),0%,1%
Cc1ncc2c(n1)NC(=O)NC2,5%,-5%
OC[C@H]1O[C@@H](n2cnc3c(NCc4ccco4)ncnc32)[C@H](O)[C@@H]1O,18µM*,0%
CCCCC[C@@H]1C=C(C(=O)O)[C@H](c2ccc(OC)c(OC)c2)N1S(=O)(=O)c1ccc(C)cc1,30%[8.37 µM],-2%
Cc1[nH]c(SCC(=O)c2c(N)n(C)c(=O)n(C)c2=O)nc1Cc1ccccc1,8%,4%
C/C(=N\NC(=O)COc1ccc(C)cc1[N+](=O)[O-])c1ccc2c(c1)OCCO2,?,5%
Nc1ccc2c(S(=O)(=O)O)cccc2c1S(=O)(=O)O,-15%,?
COc1cc(C2C3=C(COC3=O)Oc3cc4c(cc32)OCO4)ccc1OC(C)=O (stereo unspecified),-12%,-3%
COC(=O)[C@]1(Cc2ccccc2)N[C@H](CN(C)C(=O)Nc2ccc(OC)cc2)[C@@H]2C(=O)N(Cc3ccccc3)C(=O)[C@@H]21,-5%,-3%
COc1cc(NS(=O)(=O)c2ccc(NC(=S)NC(C)=O)cc2)nc(OC)n1,25%,-2%
COC(=O)C1=C(c2ccccc2)C[C@@H]2CC[C@H]1N2C(=O)NCc1cccc2ccccc12,-23%,0%
O=C(O)C1OC1(c1ccccc1Cl)c1ccccc1Cl (stereo unspecified),16%,2%
COc1ccc(C2CC(c3cccc(C(F)(F)F)c3)=NN2c2ccc(S(N)(=O)=O)cc2)cc1 (stereo unspecified),?,2%
Cc1ccccc1Nc1ncnc2[nH]ncc12,23%,-10%
CN(C)C(=S)N=c1ssc(=S)n1Cc1ccco1,?,-14%
C[C@]12CCC3C(CC[C@H]4C[C@H](O)CC[C@]34C)C1CC(=O)[C@@H]2O (stereo partly specified),21%,28%
CC(C)[C@H]1CC2C3CC=C4C[C@@H](O)CC[C@]4(C)C3CC[C@]2(C)[C@H]1O (stereo partly specified),-8%,11%
CC(=O)OC1C(O)C(C)OC(OC2C(OC(=O)C3CCC4C(C3)OC3(CC(OC(=O)/C=C/c5ccccc5)C(C)CO3)C43CO3)OC(C)C(O)C2OC(C)=O)C1O (stereo unspecified),?,-2%
C=CC[C@@H](CC(=O)N(CCO)Cc1ccccc1)C(=O)N[C@H](COC(=O)[C@@H](CC=C)CC(=O)OC(C)(C)C)c1ccccc1,1%,-10%
COc1ccc(CCNC(=O)COC(=O)c2cc(Cl)nc(Cl)c2)cc1,8%,1%
CC1CC2C(C(O)CC3(C)C(O)CCC23)C2(C)CCC(=O)C=C12 (stereo unspecified),5%,3%
CCCCNC(=O)c1onc(CSc2cc(C)cc(C)c2)c1C(=O)NCCCC,-21%,5%

# Entries above that have a thiophene ring, fused or not, in the order listed:
SMILES,HCV inhibitor,TbPYK inhibitor
NC(=O)c1ccsc1NC(=O)COC(=O)/C=C/c1ccccc1[N+](=O)[O-],-5%,2%
Cc1ccsc1C(=O)OCC(=O)c1cc(C)n(C)c1C,-4%,-13%
CCOc1ccccc1C(=O)N[C@H](C(=O)NNC(=O)c1cccs1)C(C)C,-6%,4%
COc1ccccc1-c1sc2ccccc2c1-c1ccc(OCCN2CCOCC2)cc1,?,-1%
N#Cc1ccsc1NC(=O)CSc1nncs1,2%,-14%

# (further entries)
SMILES,HCV inhibitor,TbPYK inhibitor
COc1ccc(C(=O)c2ccc([N+](=O)[O-])cc2)c(OC)c1OC,6%,-25%
CN(CCOc1ccc(Cl)cc1)C(=O)c1cccc(S(=O)(=O)N2CCN(Cc3ccccc3)CC2)c1,2.5µM*,0%
COc1ccc(CNC(N)=O)cc1,0%,3%
Cc1cc(C)cc(NC(=S)NCc2ccc3c(c2)OCO3)c1,-18%,10%
CC1C(c2ccc3c(c2)OCO3)c2cc3c(cc2OC1N1CCOCC1)OCO3 (stereo unspecified),-7%,2%
COc1ccc(C(=O)COC(=O)C2COc3ccccc3O2)cc1F (stereo unspecified),-20%,-8%
O=C(CNC(=O)c1ccc(Cl)cc1Cl)OCCOc1ccccc1F,0%,4%
O=C(Cn1nc(C(=O)O)c2ccccc2c1=O)Nc1cc(S(=O)(=O)N2CCOCC2)ccc1Cl,8%,3%
COc1ccccc1NP1(=O)OCC(C)([N+](=O)[O-])CO1 (stereo unspecified),9%,-7%
COc1ccc(/C=C/C(=O)NNC(=O)C(C)Oc2ccccc2F)cc1OC (stereo unspecified),-11%,-6%
Fc1ccc2cnc(-c3ccccc3)c(-c3cc(C(F)(F)F)cc(C(F)(F)F)c3)c2c1,6%,-29%
CCC1CN1P1(=O)OCC(C)([N+](=O)[O-])CO1 (stereo unspecified),6%,0%
O=Cc1cc(OCc2ccccc2)ccc1[B-](F)(F)F,?,0%
O=C(COC(=O)c1c[nH]c2ccccc12)Nc1ccccc1,-20%,2%
CCN(C[C@H]1N[C@@](CC)(C(=O)OC)[C@H]2C(=O)N(Cc3ccccc3)C(=O)[C@@H]12)S(=O)(=O)c1ccc(OC(F)(F)F)cc1,-28%,4%
COC(=O)[C@]1(Cc2ccccc2)N[C@H](CN(C)C(C)=O)[C@@H]2C(=O)N(C)C(=O)[C@@H]21,20%,0%
O=c1ccc(S(=O)(=O)N2CCCC2)c[nH]1,7%,1%
Cc1cc(NS(=O)(=O)c2ccc(NC(=O)c3ccccc3F)cc2)no1,6%,1%
C[C@H](CO)N1C[C@H](C)[C@@H](CN(C)Cc2ccc(C(=O)O)cc2)Oc2c(NS(=O)(=O)c3ccc(F)cc3)cccc2C1=O,12%,4%
Cc1cccc(Nc2c(O)nc[nH]c2=O)c1,3%,-6%
O=C(OCC(O)C(O)C(O)COC(=O)c1ccccc1)c1ccccc1 (stereo unspecified),13%,0%
O=C(NCc1cccnc1)C1CCN(S(=O)(=O)c2cc([N+](=O)[O-])ccc2Cl)CC1,10%,4%
O=C(COc1ccc(C(=O)c2ccc(F)cc2)cc1)Nc1cccc(S(=O)(=O)N2CCOCC2)c1,6.3µM*,-2%

# Screening results: PubChem BioAssay, National Center for Advancing Translational Sciences (NCATS)

# A portion of the library; rates above refer to the full screens.
